bCat nuc transl: modulators of beta-catenin nuclear translocation, primary screen, imaging, HeLa cells, immunofluorescence, high-content; nuclear translocation activity, % at 5 µM; hit rate 0.3% among 190,000; AID 1665, 2009;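 active means nuclear translocation activity above 50% at 5 µM, with a well cell count of 50 or more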;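 further: per-cell ratio of nuclear to cytoplasmic median beta-catenin stain intensity; plate controls were DMSO negative control for no effect and GSK-3 inhibitor IX positive control for full effect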
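Test system: human HeLa cells, endogenous beta-catenin. Times: 24 h compound exposure, 37°C. Measured by: beta-catenin immunofluorescence imaging with DAPI.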
MT stabilize HCS: microtubule stabilizers in HeLa cells, primary screen, imaging, high-content imaging. HeLa tubulin immunostaining HCS, 24 h; share of cells brighter than vehicle mean+2SD. % tubulin-high responders, % at 10 µM. hit rate 0.83% among 200,000. AID 2205, 2009;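 active means plate Z-score above 3 for both tubulin-high and condensed-nucleus cell shares, with cell loss under 80%, at 10 µM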;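 further: anti alpha tubulin signal scored within the nucleus-defined area of each cell; some results filed as inactive read as strong as hits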
Insulin prom up: insulin promoter activators in MIN6 cells, imaging, high-content screening, mouse beta cells; MIN6 insulin promoter-GFP reporter; stronger effect = higher value; z-score at 5 µM; hit rate 0.3% among 190,000;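 active means z-score above 3 at 5 µM with at least 500 cells counted in the well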
Dynein transport: inhibitors of GR-EGFP nuclear translocation, primary screen, dynein cargo transport inhibitor project, imaging, high-content, 3617.4 mouse cells. test concentration mostly 20 µM; stimulated with dexamethasone, 1 µM; stronger effect = lower value. z-score, hits read low. hit rate 0.47% among 220,000. AID 1381, 2008;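 active means plate z-score of nuclear minus cytoplasmic receptor signal below a set negative limit, without overly bright fluorescence or cell loss, cut at about -3.5 in these data, passing the limit was not always enough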;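 further: z-score of nuclear minus cytoplasmic ring GR-EGFP intensity difference per well; some compounds called inactive have numbers as strong as hits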
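Buffer or medium: tet-free, stripped-serum medium; reagent: dexamethasone at 1.0 µM final, 30 min; incubation: 48 h induction, 1 h compound, 30 min dex at 37 °C; measured by: formaldehyde fixation, Hoechst nuclear stain, 10x automated fluorescence imaging; read-out: nuclear-to-cytoplasmic GR-EGFP distribution per well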
K1F lysis inhibition: inhibition of K1F phage lysis, E. coli UTI89, bacterial capsule biogenesis inhibitors, alamar blue (AID 488966). one-dose inhibition, % at 100 µM; IC50 in µM for titrated hits. E. coli UTI89 K1F phage lysis, alamar blue, 2 h; higher % means a stronger effect. hit rate 0.02% among 340,000;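 active means phage lysis inhibition, versus mean bacterial control, above a set limit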;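 further: capsule biogenesis inhibitors block K1F phage lysis so surviving cells raise fluorescence; higher fluorescence means more inhibition of phage lysis; actives were called in the ten point dose series up to 300 µM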
P. falciparum M17LAP: P. falciparum M17LAP inhibitors, primary screen, biochemical, fluorogenic H-Leu-NHMec substrate, 1536-well (AID 1619). hit rate 0.38% among 220,000. recombinant M17LAP, H-Leu-NHMec fluorogenic kinetic assay; higher % means a stronger effect. inhibition, % at 30 µM, or IC50 in µM where a hit was titrated;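 active means compound inhibiting the enzyme by more than half at any dose during confirmatory dose-response retesting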;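 further: plate controls were full reaction with DMSO carrier for no effect and no enzyme background for full effect; strong numbers were not always called active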
Autophagy mod: autophagy modulators in MEF cells, primary screen, imaging, high-content, MEF GFP-LC3. MEF GFP-LC3 puncta imaging; test concentration mostly 10 µM. AID 463193, 2010. calls only at 10 µM (by protocol). hit rate 0.98% among 190,000;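 active means percentage of spot-positive cells more than 3 SD above its plate mean, without a fluorescence outlier flag or 80% toxicity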;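 further: spot-positive cell cutoff set from DMSO-treated cells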
P. falciparum M1AAP: P. falciparum M1AAP inhibitors, biochemical, fluorogenic H-Leu-NHMec substrate, 1536-well (AID 1445); hit rate 0.42% among 220,000; Aminopeptidase N (Plasmodium falciparum (isolate 3D7)); inhibition, % at 30 µM; hits with a dose series show IC50 in µM; recombinant M1AAP, H-Leu-NHMec fluorogenic kinetic assay; higher % means a stronger effect;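 active means primary inhibition above the hit cutoff, then over 50% inhibition at one or more dose response concentrations, cut at about 23% in these data, passing the limit was not always enough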;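 further: plate controls were DMSO full reaction for no effect and no enzyme background for full effect; strong numbers were not always called active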
ER stress rescue: rescue of cells from ER stress-induced death, primary screen, 384-well, CSM14.1, thapsigargin, ATP luminescence (AID 1222) | 190,000 tested, under 10 active | CSM14.1 thapsigargin-induced death rescue, ATP luminescence; higher % means a stronger effect | one-dose cellular ATP content (survival), % at 20 µM; EC50 in µM for titrated hits;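 active means EC50 below 50 µM in the dose-response confirmation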;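 further: death triggered by thapsigargin at about 15 µM added after 2 h compound pretreatment; cell ATP read after overnight thapsigargin exposure of roughly 18 to 22 hours; normalized against plate controls of thapsigargin alone and 5% DMSO vehicle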
Dynein transport cytoplasmic EGFP: second read-out of Dynein transport, no call of its own (marks repeat the call); z-score; measured here: cytoplasmic GR-EGFP intensity; stronger effect = higher value
Dynein transport nuclear GR-EGFP: further read-out of Dynein transport, marked with its call; z-score; measured here: nuclear GR-EGFP intensity;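 lower value marks the stronger effect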
Dynein transport cell count: second read-out of Dynein transport, no call of its own (marks repeat the call); z-score; measured here: cell count per field
Insulin prom up cell count: second read-out of Insulin prom up, no call of its own (marks repeat the call); cell count; measured here: cytotoxicity, nuclei count;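 total cells summed across four imaged fields per well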
bCat nuc transl cell count 5 µM: recorded beside bCat nuc transl, whose call it bears; cell count; measured here: cell count, cytotoxicity flag
MT stabilize HCS Hoechst-high %: also measured in MT stabilize HCS; calls as there; % Hoechst-high responders; measured here: nuclear condensation Hoechst responders;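 share of cells brighter than vehicle mean plus two SD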
MT stabilize HCS cytotoxicity %: further read-out of MT stabilize HCS, marked with its call; toxicity, %; measured here: cytotoxicity by cell density;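 0% = mean cell density of plate MIN control wells and 100% = no cells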
Autophagy mod cell loss 18 h: second read-out of Autophagy mod, no call of its own (marks repeat the call); toxicity, %; measured here: cell loss, nuclei count;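 cell loss after 18 h compound exposure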
* = called active by the depositor; i = inactive; nt = not tested or not shown; [ ] = another dose, or the depositor's remark.

SMILES	bCat nuc transl	bCat nuc transl cell count 5 µM	MT stabilize HCS	MT stabilize HCS Hoechst-high %	MT stabilize HCS cytotoxicity %	Insulin prom up	Insulin prom up cell count	Dynein transport	Dynein transport cytoplasmic EGFP	Dynein transport nuclear GR-EGFP	Dynein transport cell count	K1F lysis inhibition	P. falciparum M17LAP	Autophagy mod	Autophagy mod cell loss 18 h	P. falciparum M1AAP	ER stress rescue
CC(OC(=O)C(C)N1C(=O)C2C3C=CC(C4CC34)C2C1=O)C(=O)c1ccccc1 (stereo unspecified)	-2.8	518	2.7	1.9	1.2	-0.05	1278	0.2	-0.26	0.19	0.39	1.6%	-4%	i	-2	2%	-1.8%
COc1ccccc1CNC(=O)c1n[nH]c2ccccc12	1.0	1120	nt	nt	nt	0.38	1415	0.16	-0.11	-0.014	0.98	0.1%	7%	nt	nt	-5%	nt
Cc1ccc(/C=C/C(=O)O)cc1S(=O)(=O)NCc1cccnc1	-0.6	1415	nt	nt	nt	nt	nt	-1.7	-0.27	-0.25	1	0.2%	-1%	nt	nt	-2%	nt
CCCOP(=O)(OCCC)C1(Nc2ccc(C)cc2)CCCCC1	0.2	1372	2.6	1.6	9.6	-0.71	1273	3.1	0.23	2.4	-2.2	-0.5%	4%	i	1	10%	-1.1%
O=C(O)CCc1ccc(-c2cccs2)n1Cc1ccco1	2.7	1053	6.0	4.8	9.1	-0.44	1009	1	-0.22	0.51	-1.3	-4.4%	11%	i	-4	6%	1.9%
Cc1cc(C(=O)NCCCn2ccnc2)cs1	nt	nt	4.6	2.6	9.8	nt	nt	2.2	-0.061	1.4	-2.4	-2.1%	-4%	i	-2	4%	-0.3%
COc1ccc(S(=O)(=O)N(CC(=O)NCc2ccco2)C2CCCCC2)cc1OC	-0.7	1137	3.7	1.3	1.8	-0.63	1262	1.4	-0.011	1.5	-1.7	-0.1%	6%	i	5	13%	5.2%
CC(C)c1nc2n[nH]c(N)c2c2c1CSC(C)(C)C2	0.0	984	0.6	2.0	11	-0.2	913	0.69	-0.00083	0.46	-0.14	0.5%	5%	i	0	3%	-1.0%
O=C(CN1CCC(C(O)(c2ccccc2)c2ccccc2)CC1)Nc1ccccc1	-3.5	1361	4.0	2.1	8.0	0.94	810	0.24	-0.21	0.44	0.34	0.2%	-15%	i	20	0%	-2.4%
O=C1CSc2ccccc2N1Cc1ccccc1F	-1.1	856	5.1	2.7	5.8	0.86	1282	-0.52	-0.22	-0.021	0.17	-1.7%	5%	i	-3	2%	-2.7%
COc1ccc(C(=O)Nc2cc3c(cc2C#N)OCO3)cc1S(=O)(=O)NCc1ccco1	1.5	1423	4.8	2.5	8.6	-0.17	1577	0.13	-0.24	0.23	0.3	-0.8%	10%	i	11	11%	0.0%
Cc1ccc(C(=O)NCCN2CCCC2)cc1	-4.4	1088	3.1	2.0	6.0	0.09	1284	-0.61	-0.19	-0.46	0.47	0.4%	1%	i	-1	-4%	-0.2%
COc1ccc(/C=C2\SC(=S)N(CC(=O)NNC(=O)c3ccncc3)C2=O)cc1	0.5	1153	5.1	1.5	6.9	-0.02	1239	-1.3	0.028	-0.81	0.59	nt	-1%	i	3	7%	-1.3%
O=C(NCc1ccccc1)C(c1ccc(F)cc1)N(Cc1cccs1)C(=O)c1cnccn1 (stereo unspecified)	-1.9	1077	3.6	1.5	5.9	0.19	1462	-0.6	-0.3	-0.67	0.76	0.2%	10%	i	-5	6%	-2.1%
CCOC(=O)C1=C(O)C(=O)N(c2ccc(S(N)(=O)=O)cc2)C1c1ccc(Cl)cc1 (stereo unspecified)	-0.9	1379	3.2	1.3	2.3	1.3	1475	3.5	-0.053	2.2	-1.7	0.8%	40%	i	0	15%	1.5%
O=S(=O)(Nc1cccc(-c2nc3cccnc3s2)c1)c1ccc2c(c1)CCCC2	2.9	446	3.3	1.8	3.1	0.6	1018	2.2	-0.1	2.7	-1.9	-0.5%	-2%	i	7	3%	0.5%
CCOc1cc(S(=O)(=O)N2CCN(Cc3ccccc3)CC2)ccc1Br	0.1	1198	5.5	2.7	2.5	1	928	-0.44	-0.25	-0.28	1.6	-0.3%	12%	i	-2	13%	1.0%
Cc1c(Cl)c(C(=O)NC2C3CC4CC(C3)CC2C4)nn1C (stereo unspecified)	1.8	1052	4.7	1.9	4.5	nt	nt	1.5	-0.19	1.3	-1.7	0.0%	-5%	i	0	5%	0.1%
C=C(C)Cn1c(SCC(=O)N/N=C/c2ccccc2OCC(=O)O)nnc1-c1ccc(Br)cc1	0.7	1370	nt	nt	nt	nt	nt	-0.73	-0.24	0.22	-0.25	-0.1%	0%	nt	nt	5%	nt
O=C(Nc1ccc(Cl)cc1)Nc1nnc(SCc2ccccc2)s1	-1.1	1077	7.9	1.7	2.8	-0.13	1340	-0.37	-0.22	-0.27	0.1	0.1%	-9%	i	-7	4%	-2.5%
Cc1ccc(OCC(=O)NNC(=O)CCC(=O)Nc2ccc(C)cc2C)cc1	nt	nt	3.6	2.1	9.0	nt	nt	-0.97	-0.2	-0.57	0.71	2.8%	4%	i	-35	12%	-0.6%
Cc1occc1C(=O)N/N=C/C(Br)=C\c1ccccc1	3.2	1273	nt	nt	nt	nt	nt	-1.3	-0.23	-0.055	-0.024	-1.4%	-8%	nt	nt	5%	nt
CC1=NN(c2ccccc2)C(=O)/C1=C/C=C/C=C/N(C)C	nt	nt	5.0	2.7	8.1	nt	nt	-0.11	-0.25	-0.33	-0.76	-0.4%	37%	i	1	17%	-0.4%
Cc1c(NC(=S)NC(NC(=O)C(C)(C)C)C(Cl)(Cl)Cl)c(=O)n(-c2ccccc2)n1C (stereo unspecified)	0.6	575	6.1	1.6	5.0	0.84	1168	0.6	-0.15	0.55	-0.47	0.3%	6%	i	5	3%	-0.2%
CCN1N=C(c2ccccc2)Cn2c1nc1ccccc12	nt	nt	0.5	1.1	16	0.86	908	1.4	-0.2	0.27	-0.21	4.1%[50 µM]	-43%	i	-6	8%	0.4%
O=C(NCc1cccnc1)c1ccc(-c2ccc(Cl)cc2)o1	1.4	942	2.6	1.7	8.1	0.1	1665	-0.42	-0.19	-0.14	0.83	-0.2%	8%	i	-1	7%	3.3%
Cc1cc(C)cc(NC(=O)CSCc2nc3c(nnn3Cc3ccc(F)cc3)c(=O)[nH]2)c1	nt	nt	2.2	2.1	11	nt	nt	-0.88	-0.22	-0.46	0.35	0.3%	nt	i	-2	nt	nt
CCOC(=O)Cn1nnnc1CN(Cc1cccs1)Cc1cc2cc(C)cc(C)c2[nH]c1=O	nt	nt	1.2	1.2	7.8	0.91	921	-0.64	-0.21	-0.31	0.1	0.6%	3%	i	-2	1%	2.6%
CCC(=O)Nc1nc2c(OC)ccc(OC)c2s1	nt	nt	3.3	5.0	3.1	-0.46	974	0.88	-0.22	0.68	-0.18	-0.1%	-2%	i	-5	12%	-0.7%
Cc1noc(C)c1S(=O)(=O)NCc1ccc2c(c1)OCO2	-2.0	1142	2.0	4.1	10	-0.72	1014	-0.18	-0.24	-0.03	0.38	-0.4%	4%	i	-2	2%	-1.2%
CCOC(=O)CNC(=O)CSc1nc2nc(C)c(Br)cc2[nH]1	-6.7	922	4.6	3.8	5.7	0.07	1547	0.24	-0.35	-0.077	0.39	-0.2%	18%	i	2	7%	-1.7%
COc1ccc(NC(C)=O)cc1NC(=O)CN1CCN(S(=O)(=O)c2ccc(C(C)C)cc2)CC1	0.5	1386	3.6	2.0	7.6	-0.22	1469	-0.86	-0.32	-0.57	1.3	0.6%	5%	i	21	-3%	-1.1%
CCCc1[nH]c(=O)c(C#N)c2c1COC(C)(C)C2	nt	nt	1.2	1.5	8.0	-0.88	845	-0.99	-0.39	-0.53	0.6	-0.2%	-4%	i	2	7%	-0.4%
Cc1cc(N)n2nc(C)c(-c3ccccc3)c2n1	0.1	1383	4.2	2.2	1.1	0.62	1615	1.2	-0.21	0.014	-0.31	-0.3%	-12%	i	-5	-2%	0.6%
Cc1ccc(/C=N/NC(=O)Cc2c[nH]c3ccccc23)c(C)c1	6.6	865	21	7.5	19	0	1581	0.66	-0.22	0.6	-0.26	2.1%	-9%	i	-10	6%	0.0%
CC(C)CNC(=O)C1CCCN1S(=O)(=O)c1ccc(Cl)cc1 (stereo unspecified)	nt	nt	3.8	0.9	24	nt	nt	3.1	-0.35	0.89	-0.77	1.3%	6%	i	3	0%	-0.9%
